Bioassay records from PubChem.
GPR55 activation – selective activators of receptor GPR55 – imaging, U2OS cells, beta-arrestin-GFP redistribution, primary screen (AID 1961) | 290,000 compounds, 0.048% hits | activation, % at 10 µM; hits with a dose series show EC50 in µM | U2OS GPR55 beta-arrestin-GFP redistribution imaging; higher % means a stronger effect;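 active means activation above 40% with more than 50 cells counted in the well; inconclusive means wells holding fewer than 50 cells, flagged as toxic or sparse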;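 further: U2OS osteosarcoma cells stably expressing GPR55 and beta-arrestin-GFP; plate controls were DMSO negative control for no effect and LPI positive control for full effect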
KOR beta-arrestin-1 – kappa opioid receptor activators – cell-based, luminescence, uHTS, primary screen (AID 1777); one-dose activation, % at 10 µM; EC50 in µM for titrated hits; 280,000 compounds, 0.02% hits; KOR beta-arrestin recruitment, luminescence; higher % means a stronger effect; in the data active means activation above about 50%, passing the limit was not always enough; further: a part of the inactive calls stands beside numbers as strong as those of hits
KOR beta-arrestin-2 – kappa opioid receptor blockers – cell-based, luminescence, uHTS (AID 1778) | KOR beta-arrestin recruitment, luminescence, antagonist mode; higher % means a stronger effect | inhibition, % at 10 µM, or IC50 in µM where a hit was titrated | 290,000 compounds, 0.091% hits; in the data active means inhibition above about 50%; further: strong numbers were not always called active
West Nile antiviral – inhibition of WNV-induced cytopathic effect – cell-based, CPE readout (AID 1621); West Nile virus-infected cells, CPE inhibition; higher % means a stronger effect; one-dose CPE inhibition, % at 10 µM; IC50 in µM for titrated hits; 290,000 compounds, 0.02% hits; in the data active means a potency from the dose series; inconclusive means CPE inhibition mostly from about 3.7% at the one dose, without a potency; inactive means the rest, 99 in 100 with CPE inhibition below about 2.2%; further: strong numbers were not always called active
NTR1 ag – NTR1-driven beta-arrestin-GFP spot formation – imaging, U2OS cells, high content, primary screen (AID 493036) | P30989 | agonist mode | activation, % at 20 µM | 330,000 compounds, 0.17% hits;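 active means activation at or above 40% of the spot to cytoplasm intensity ratio, with at least 20 cells analyzed; inconclusive means wells under 20 cells, flagged as cytotoxic or low count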;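 further: 0% = DMSO without peptide and 100% = 100 nM NTR1 peptide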
Target sequence (P30989 whole entry, looked up): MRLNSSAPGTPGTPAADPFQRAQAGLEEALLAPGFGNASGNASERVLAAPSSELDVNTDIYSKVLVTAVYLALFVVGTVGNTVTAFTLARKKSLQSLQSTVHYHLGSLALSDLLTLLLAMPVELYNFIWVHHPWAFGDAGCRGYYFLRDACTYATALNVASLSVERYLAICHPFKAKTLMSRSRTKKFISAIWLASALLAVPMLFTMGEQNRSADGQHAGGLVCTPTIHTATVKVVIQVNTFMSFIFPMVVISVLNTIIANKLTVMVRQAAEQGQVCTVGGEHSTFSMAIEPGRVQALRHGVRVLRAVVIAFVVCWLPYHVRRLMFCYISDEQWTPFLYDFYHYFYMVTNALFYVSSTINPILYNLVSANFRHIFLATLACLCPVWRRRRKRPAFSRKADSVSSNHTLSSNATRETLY
T cell modulator – T cell immune modulators affecting CD8 T cell-vesicle binding; 2C CD8+ T cell-vesicle binding, flow cytometry; hits give low values; 330,000 compounds, 0.068% hits; calls only at 7 µM; AID 2052;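 active means response, share of CD8 T cells binding vesicles, and their 90th percentile fluorescence all below set limits, cut at about 80% in these data, passing the limit was not always enough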
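Assay system: 2C TCR transgenic mouse naive CD8+ T cells, MACS-purified | Read-out: CD8+ gate FL2 mean fluorescence as % of same-row positive control | Signal: High-throughput flow cytometry with anti-B7-1 and anti-CD8 staining | Timing: Binding step 1.5 h, 37 °C, antibody labelling 20 min, ice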
GPR35 arrestin U2OS – GPR35 antagonists blocking zaprinast-driven arrestin recruitment, primary screen, imaging, U2OS, beta-arrestin-GFP, zaprinast agonist (AID 2058) | one-dose inhibition, % at 10 µM; IC50 in µM for titrated hits | U2OS GPR35 beta-arrestin-GFP translocation imaging, zaprinast antagonism; higher % means a stronger effect | 290,000 compounds, 0.052% hits;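 active means inhibition of at least 50% with at least 30 cells and total cytoplasm GFP at most 10,000,000; inconclusive means under 30 cells or total GFP of 10,000,000 plus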
GPR55 LPI antagonism – inhibition of LPI-stimulated GPR55 beta-arrestin translocation – imaging, U2OS, beta-arrestin-GFP, LPI agonist, primary screen (AID 2013). U2OS GPR55 beta-arrestin-GFP translocation imaging, LPI antagonism; higher % means a stronger effect. one-dose inhibition, % at 10 µM; IC50 in µM for titrated hits. 290,000 compounds, 0.13% hits;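 active means spots per cell inhibited over 60%, with over 100 cells counted and total cytoplasm intensity under 500,000; inconclusive means wells with under 100 cells, flagged as likely toxic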;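 further: U2OS cells stably carrying GPR55 and arrestin-GFP stimulated by 5 µM LPI near EC80; imaged beta-arrestin-GFP aggregate spots per cell after agonist stimulation; plate controls were LPI-stimulated DMSO wells for no effect and DMSO wells without LPI for full effect; some results filed as inactive read as strong as hits; confirmed hits need IC50 under 10 µM and bright autofluorescent wells are also inconclusive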
Salmonella PhoP GFP – inhibitors of PhoP regulon expression, primary screen, Salmonella Typhimurium, GFP reporter (AID 1863). S. Typhimurium PhoP-regulated promoter GFP reporter, 4 h; higher % means a stronger effect. 300,000 compounds, 0.16% hits. one-dose inhibition, % at 50 µM; IC50 in µM for titrated hits;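 active means inhibition over 29.93%, a cutoff 3 SD above the screen mean, later confirmed by dose response; inconclusive means inhibition over 29.93% but no dose response follow-up; inactive means inhibition at most 29.93% or unconfirmed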;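 further: 0% = low Mg2+ inducing control and 100% = high Mg2+ repressing control; strong numbers were not always called active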
T cell modulator vesicle-bound % – second read-out of T cell modulator, no call of its own (marks repeat the call); double positive events, %; measured here: CD8+ vesicle-bound cell fraction;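 binding gate set so that unloaded-vesicle control wells show 10% double positive cells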
NTR1 ag cell count 20 µM – also measured in NTR1 ag; calls as there; cell count; measured here: cell count, cytotoxicity flag
Active calls of the source: *; i = inactive; ? = inconclusive; · = not tested or not shown; [ ] = remark or other dose.

Molecule	GPR55 activation	KOR beta-arrestin-1	KOR beta-arrestin-2	West Nile antiviral	NTR1 ag	NTR1 ag cell count 20 µM	T cell modulator	T cell modulator vesicle-bound %	GPR35 arrestin U2OS	GPR55 LPI antagonism	Salmonella PhoP GFP
Cc1cc(C)cc(C(=O)N2CC(=O)Nc3ccccc32)c1	0.0%	-2.4%	-84%	0.1%	2.9	45	i	27	-4%	-59%	0%
C=CCOc1ccc(/C(O)=C2/C(=O)C(=O)N(CCCn3ccnc3)C2c2ccco2)cc1 (centres undefined)	-0.2%	-0.5%	3%	0.2%	0.9	80	i	40	10%	3%	-10%
CN1CCN(C(=O)CN(c2ccccc2)S(=O)(=O)N(C)C)CC1	0.1%	-2.8%	-10%	1.1%	1.5	61	i	58	-2%	7%	5%
Cc1ccc(CN2CCN(CC(=O)NC(C)c3ccc4c(c3)OCCO4)C2=O)cc1 (centres undefined)	-0.1%	2.1%	6%	-0.5%	-2.2	76	i	48	-2%	-18%	-3%
COc1ccc(C(=O)C2CCCN(C(=O)c3ccc4cc[nH]c4c3)C2)c(C)c1 (centres undefined)	-0.1%	-5.6%	-22%	-0.2%	2.6	52	i	6	1%	-2%	-3%
CCOC(=O)CSc1n[nH]c(NC(=O)c2cccc(C(F)(F)F)c2)n1	0.8%	3.2%	-10%	0.1%	0.8	66	i	30	-17%	-11%	-5%
COc1ccc(/C=N/Nc2cc(N3CCOCC3)nc(C)n2)c(OC)c1	-0.2%	-2.3%	-7%	0.9%	2.7	84	i	42	-2%	4%	4%
O=C(O)c1cnn2cc(-c3[nH]ncc3[N+](=O)[O-])cnc12	-0.3%	0.3%	14%	0.4%	-0.3	33	i	4	-12%	-6%	-1%
CN1CCN(NC(=O)CN2C(=O)/C(=C/c3ccccc3Cl)SC2=S)CC1	0.2%	-1.5%	6%	-0.2%	1.0	57	i	26	19%	16%	-7%
Cc1nc(-c2ccc(Cl)cc2)sc1C1(C)CC(c2ccc(OC(F)(F)F)cc2)=NO1 (centres undefined)	-0.1%	-4.8%	34%	-0.1%	-5.4	76	i	7	17%	4%	5%
O=C(Nc1cccc2ncccc12)c1cc([N+](=O)[O-])ccc1Cl	0.0%	2.1%	11%	-0.7%	-0.6	93	i	49	-11%	3%	-2%
CC(OC(=O)c1cc2sccc2n1C)C(=O)NCCc1ccccc1 (centres undefined)	-0.2%	-1.2%	1%	?	2.1	53	·	·	4%	-11%	3%
Fc1ccc(/C=N/n2c(-c3cccs3)n[nH]c2=S)cc1	0.0%	-3.9%	-18%	0.8%	0.1	60	i	36	8%	-1%	2%
O=C(O)c1cnn(-c2nc(-c3cccc(F)c3)cs2)c1C(F)(F)F	-0.3%	13%	16%	0.2%	1.3	55	i	50	17%	12%	-1%
CC(=O)/C(N=Nc1cc2c(c([N+](=O)[O-])c1C)C(C)(C)CC2(C)C)=C(\C)O	-0.2%	4.2%	7%	-0.1%	6.0	62	i	12	25%	1%	-10%
COc1ccc(C(=O)NN/C(C)=C/C(=O)C(F)(F)C(F)(F)C(F)(F)F)cc1	-0.3%	1.9%	-50%	-0.6%	1.3	46	i	44	9%	2%	-7%
CCOC(=O)c1sc(-c2ccc(C)cc2)c(C#N)c1C	-0.3%	10%	11%	-0.8%	5.4	102	i	57	-20%	14%	4%
COC(=O)c1ccc(N2CCN(S(=O)(=O)c3c(C)cc(C)cc3C)CC2)c([N+](=O)[O-])c1	-0.3%	0.1%	-6%	·	-0.8	82	i	17	-2%	9%	22%
CCOC(=O)CC1=NN(c2ccccc2)C(=O)/C1=C\c1ccc(OC)cc1OC	0.5%	8.0%	-21%	-0.6%	9.8	73	i	55	2%	21%	1%
O=C(/C=C/c1ccco1)OCC1CCCN2CCCCC12 (centres undefined)	-0.2%	·	-72%[20 µM]	0.2%	0.5	90	i	60	3%	-6%	3%
CC1CN(C(=O)c2cc3c(s2)CCC3)CC(C)O1 (centres undefined)	-0.1%	7.0%	-8%	0.0%	1.4	51	i	21	-6%	0%	-14%
O=S(=O)(c1ccc(-c2csc(-c3cccnc3)n2)cc1)N1CCCCC1	-0.1%	-1.0%	21%	0.5%	20	79	i	35	-9%	-8%	-13%
O=C(O)c1ccc(-n2nnnc2SCc2ccccc2)cc1	0.3%	0.5%	-33%	-0.3%	1.2	76	i	38	4%	1%	-9%
COc1cccc(C2=NOC(C(=O)Nc3ccc(OC)c(OC)c3)C2)c1 (centres undefined)	0.2%	-1.4%	-15%	-0.8%	1.8	80	i	25	-1%	-6%	9%
Cc1cc(N/C(=N/S(=O)(=O)c2ccc(F)cc2)c2ccccc2)n(-c2ccccc2)n1	-0.2%	-4.7%	-12%	0.1%	3.0	42	i	16	-22%	5%	-5%
COc1ccc(OC)c(C2C3=C(N=C4SCC(=O)N42)c2ccccc2CC3)c1 (centres undefined)	-0.3%	3.1%	35%	-0.2%	3.9	29	i	56	-5%	7%	0%
CC(=C\c1ccccc1)/C=C1/SC(=S)N(CCC(=O)Nc2ccccn2)C1=O	0.5%	11%	-83%	0.0%	11	83	i	31	-12%	-2%	-7%
CC(C)(C)OC(=O)NCCCCC1=CC2=CC(=O)C(C)(OC(=O)c3ccco3)C(=O)C2=CO1 (centres undefined)	·	·	·	0.5%	-4.4	89	i	33	·	·	-3%
O=C(N1CCOCC1)N1CCN(c2ccccc2)CC1	-0.1%	-1.7%	12%	0.2%	0.8	47	i	9	5%	19%	5%
CCOC(=O)C1CCCN(C(=O)c2cccc(S(=O)(=O)N(C)c3c(C)n(C)n(-c4ccccc4)c3=O)c2)C1 (centres undefined)	-0.1%	0.5%	-18%	-0.3%	-0.7	63	i	29	-6%	0%	4%
O=C(NCc1cccs1)C1CCN(c2nccs2)CC1	0.3%	-1.9%	-13%	-0.1%	2.0	53	i	31	-2%	6%	-6%
CC(C)N(C)Cc1nnnn1CC(=O)NCc1cc(F)cc(C(F)(F)F)c1	-0.1%	4.9%	-13%[20 µM]	-0.3%	-0.4	57	i	49	5%	-2%	11%
CCN1CCN(CCc2nc3cc(NC(=O)COc4ccc(Cl)cc4)ccc3n2C)CC1	0.0%	-2.6%	14%	1.2%	2.1	39	i	15	8%	-6%	11%
CCOC(=O)c1sc2nc(SC)nc(-c3ccccc3)c2c1N	0.2%	5.6%	6%	0.1%	-0.6	70	i	25	-15%	1%	4%
Cc1ccc(N2CC(C(=O)N3CCC(C(=O)Nc4nncs4)CC3)CC2=O)cc1 (centres undefined)	0.3%	-3.5%	-11%	-0.5%	-1.7	47	i	34	-1%	13%	4%
Cc1csc(NC(=O)Cc2ccccc2[N+](=O)[O-])n1	-0.2%	-0.6%	13%	0.3%	-1.3	43	i	5	6%	11%	-2%
COC(=O)c1ccc(OCC(O)CN2C(=O)c3ccccc3C2=O)cc1 (centres undefined)	0.0%	-4.0%	17%	-0.3%	3.0	58	i	45	25%	7%	9%
COc1ccc(C(=O)Nc2cc(C)c(NC(=O)c3ccccn3)cn2)cc1	-0.1%	1.6%	-28%	-0.8%	-1.1	47	i	42	6%	-9%	10%
CC(C)c1ccc(C2NC(=O)CCC2[N+](=O)[O-])cc1 (centres undefined)	0.4%	·	-10%[20 µM]	-0.3%	1.2	55	i	51	10%	12%	·
Cn1c(=O)cc(OCCCC(=O)N2CCCCC2)c2ccccc21	0.4%	0.1%	10%	2.0%	2.9	92	i	15	-2%	9%	4%
Cn1c(COc2ccccc2O)[n+](C)c2ccccc21	0.0%	-1.7%	-3%	0.0%	-0.6	93	i	39	-5%	-12%	19%
Cc1ccccc1NC(=O)C1COc2ccccc2O1 (centres undefined)	-0.2%	-3.6%	-10%[20 µM]	-0.8%	1.0	58	i	24	19%	-8%	-7%
Cn1ccnc1SCC(=O)c1ccc(O)cc1	-0.1%	3.3%	23%	0.4%	0.2	45	i	18	3%	1%	-8%
COc1ccccc1C(=O)Nc1cc(C)on1	-0.2%	·	-11%[20 µM]	0.1%	1.2	60	i	68	8%	-44%	1%
COC(=O)c1c(NC(=O)CN2CCN(c3ccccc3Cl)CC2)sc(C)c1C	-0.1%	-0.6%	15%	-0.7%	2.5	47	i	47	-4%	-2%	-3%
O=S(=O)(Nc1ccc(-n2cccc2)cc1)c1ccc(F)cc1	-0.6%	4.4%	-15%	-0.9%	0.8	30	i	62	2%	-12%	0%
CC(C)n1cc(CN2CCC(C(=O)Nc3ccc(Oc4ccccc4F)cc3)CC2)cn1	-0.1%	4.4%	-58%	-0.1%	1.5	63	i	17	15%	-8%	2%
CCOc1ccc(CNC(=O)C2CCC(=O)N2C2CCCC2)cc1OC (centres undefined)	-2.0%	-1.0%	28%	-0.6%	-1.2	51	i	10	-2%	1%	21%
Cc1cnc(CN2CCc3c([nH]c4ccccc34)C2C2CCCCC2)[nH]1 (centres undefined)	-0.1%	·	0%[20 µM]	-0.7%	1.4	78	i	38	12%	10%	2%
CCOC(=O)c1cc(OC(=O)c2cccc([N+](=O)[O-])c2)n(-c2ccccc2)n1	-0.1%	-0.3%	-14%	0.0%	1.9	88	i	22	-2%	-3%	-3%
CCCCNC(=O)/C=C/c1cccs1	-0.4%	11%	·	-0.3%	-0.1	46	i	31	5%	10%	2%
CC(=O)N1CCC(=O)N(C(C)C)c2ccccc21	1.1%	-1.6%	10%	0.4%	-1.2	38	i	9	10%	4%	-7%
Cc1ccccc1C(=O)Nc1c(C(=O)N(CCN(C)C)Cc2ccco2)oc2ccccc12	-0.2%	-9.2%	-1%	0.4%	0.9	67	i	36	-7%	2%	0%
CCOC(=O)N1CCC(N(CCN(C)C)C(=S)Nc2cc(C)ccc2C)CC1	0.2%	-1.6%	4%	0.0%	1.7	52	i	46	-5%	0%	2%
